# Anthrax LF prot – anthrax lethal factor protease inhibition; P15917; multiplex microsphere protease cleavage assay, LF; inhibition, % at 10 µM; 360,000 tested, 0.12% active; AID 588501; also: plate controls were buffer without enzyme for full effect and enzyme alone for no effect
# Target sequence (P15917 whole entry, looked up): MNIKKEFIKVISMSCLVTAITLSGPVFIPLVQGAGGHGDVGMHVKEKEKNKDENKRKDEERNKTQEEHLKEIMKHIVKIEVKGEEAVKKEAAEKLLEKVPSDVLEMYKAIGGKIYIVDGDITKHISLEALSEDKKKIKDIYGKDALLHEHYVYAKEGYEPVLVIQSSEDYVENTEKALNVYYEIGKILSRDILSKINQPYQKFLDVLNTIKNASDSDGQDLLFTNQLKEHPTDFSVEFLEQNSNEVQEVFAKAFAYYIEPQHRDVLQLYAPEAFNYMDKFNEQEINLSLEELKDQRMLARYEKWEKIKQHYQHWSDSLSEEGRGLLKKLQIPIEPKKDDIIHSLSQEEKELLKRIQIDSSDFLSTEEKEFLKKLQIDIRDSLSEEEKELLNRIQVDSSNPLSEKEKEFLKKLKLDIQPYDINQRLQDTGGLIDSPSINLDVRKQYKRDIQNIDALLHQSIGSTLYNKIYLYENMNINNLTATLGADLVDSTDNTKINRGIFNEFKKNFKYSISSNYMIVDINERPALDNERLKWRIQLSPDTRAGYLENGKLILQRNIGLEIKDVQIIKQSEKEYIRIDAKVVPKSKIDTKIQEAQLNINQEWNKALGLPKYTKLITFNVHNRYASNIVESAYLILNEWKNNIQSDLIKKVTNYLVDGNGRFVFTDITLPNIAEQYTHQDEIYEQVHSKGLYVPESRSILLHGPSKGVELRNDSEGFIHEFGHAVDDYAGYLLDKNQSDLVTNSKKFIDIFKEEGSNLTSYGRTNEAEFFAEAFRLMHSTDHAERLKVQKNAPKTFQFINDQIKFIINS
# FBA Mtb inh – inhibits M. tuberculosis FBA enzyme; purified M. tuberculosis FBA, fluorescence read-out; inhibition, % at 1 µM; 360,000 tested, 2.3% active; AID 588726; in the data active = inhibition above about 27%;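 also: 0% = vehicle and 100% = reference inhibitor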
# BoNT-A LC inh2 – BoNT A light chain protease inhibition; multiplex microsphere protease substrate cleavage, flow cytometry; inhibition, % at 10 µM; 360,000 tested, 0.17% active; also: plate controls were buffer without enzyme for full effect and enzyme alone for no effect
# Mtb UGM inh – inhibitors of M. tuberculosis UDP-galactopyranose mutase. 320,000 tested, 0.06% active. inhibition, % at 10 µM. P9WIQ1. purified UGM, fluorescence polarization probe displacement; in the data active = inhibition above about 10%, passing the limit was not always enough; inconclusive = no clear call, values can overlap the other calls
# BoNT-F LC inh – inhibitors of Botulinum neurotoxin F light chain protease; Multiplex microsphere protease cleavage assay, flow cytometry; inhibition, % at 10 µM; 360,000 tested, 0.22% active; AID 588497; in the data active = inhibition above about 35%, passing the limit was not always enough; inconclusive = no clear call, values can overlap the other calls; also: plate controls were buffer without enzyme for full effect and enzyme alone for no effect
# FadD28 binding – M. tuberculosis FadD28 bisubstrate binding inhibition. FadD28 bisubstrate probe binding, fluorescence polarization. inhibition, % at 12.5 µM. 360,000 tested, 0.22% active; in the data active = inhibition above about 8.5%, passing the limit was not always enough; inconclusive = no clear call, values can overlap the other calls
# Mtb BioA inh – blocks M. tuberculosis BioA enzyme activity | purified M. tuberculosis BioA enzyme, plate reader | inhibition, % at 9.99 µM | 360,000 tested, 0.096% active | AID 602481; in the data active = inhibition above about 40%; inconclusive = no clear call, values can overlap the other calls
# GDH-TPI inh – GDH-TPI coupled enzyme inhibition counter-screen | GDH-TPI coupled enzyme counterscreen, NADH absorbance | inhibition, % at 4.8 µM | 360,000 tested, 1.2% active | AID 588335; in the data active = inhibition above about 30%;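 also: 0% = DMSO wells and 100% = wells lacking the enzyme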
# PfHsp40 rescue – restores yeast growth despite PfHsp40 toxicity; S. cerevisiae expressing PfHsp40, growth rescue, ATP luminescence; growth rescue, % at 12.5 µM; 340,000 tested, 0.68% active; AID 504582; in the data active = growth rescue above about 28%, passing the limit was not always enough; inconclusive = no clear call, values can overlap the other calls;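 also: yeast W303a lacking pdr1 and pdr3 grown in galactose medium; growth measured after three days at 30 °C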
# * hit, by the source's call; ? = inconclusive; nt = no result given. Rule as the data show it, unless noted: active = inhibition above about 30%; inconclusive = no clear call, values can overlap the other calls; inactive = below that.
SMILES,Anthrax LF prot,FBA Mtb inh,BoNT-A LC inh2,Mtb UGM inh,BoNT-F LC inh,FadD28 binding,Mtb BioA inh,GDH-TPI inh,PfHsp40 rescue
CS(=O)(=O)c1ccc(N)c(SSc2cc(S(C)(=O)=O)ccc2N)c1,-6,0,1.1,3.8,-6,-0.8,0.1,-8,11
CCOc1cccc(C(=O)Nc2nc(-c3ccc(S(=O)(=O)N4CCOCC4)cc3)cs2)c1,-1,0,0.2,3.2,-6,-3.7,-0.4,0,0.8
COc1cc2nc(CN3CC=C(c4ccccc4)CC3)[nH]c(=O)c2cc1OC,2,-2,0.1,2.3,-7,-4.5,0.8,0,0.9
CCCS(=O)(=O)NC(=O)C1(C)CCN(C(=O)c2ccc(OC(F)F)cc2)C1 (stereo unspecified),-6,3,0.0,nt,0,-1.6,-0.2,-4,nt
O=[N+]([O-])c1cc(Cc2ccccc2)cc(C=Nc2ccc(N3CCOCC3)cc2)c1O,-3,-9,0.9,-0.6,3,0.4,nt,-3,274*
COc1cc(/C=N/N2CCCCC2)cc([N+](=O)[O-])c1O,-15,-4,-6.3,-0.7,?,1.1,0.0,14,-0.2
Cc1cc(-c2cc(-c3ccc(Cl)cc3)nc(N)c2C#N)co1,7,21,6.3,0.9,0,-3.9,0.2,18,1.1
O=C(Cn1cnc2c(nnn2Cc2ccc(Cl)cc2)c1=O)NCC1CCCO1 (stereo unspecified),-4,3,-0.4,1.6,2,-3.8,nt,7,0.5
CCN(c1ccccc1)S(=O)(=O)c1ccc(C(=O)NCCCN2CCOCC2)cc1,1,1,0.1,0.1,-7,-0.8,0.3,3,-0.2
Cc1ccc(-n2nnnc2-c2cccc(C)c2)cc1,-2,-7,-0.2,0.4,-3,-3.9,nt,-1,2.2
O=C(CCNS(=O)(=O)c1ccccc1)N1CCN(C(c2ccccc2)c2ccccc2)CC1,1,0,-2.0,0.0,3,-4.0,0.0,2,-0.2
CCOC(CNc1ncnc2c1cnn2C)OCC,-1,1,-0.2,-1.2,-6,-1.3,-0.3,1,0.4
CN1CCN(C(=O)c2ccc3nc(-c4ccccc4)c(-c4ccccc4)nc3c2)CC1,-9,30*,-0.6,-3.7,-5,-0.9,nt,10,-0.9
COc1ccc(S(=O)(=O)Nc2cc3[nH]c(=O)oc3cc2C)cc1,-2,1,-2.1,-1.8,-24,nt,-0.5,-5,-2.8
COC(=O)c1cc(C(=O)Nc2nc3ccccc3[nH]2)cc([N+](=O)[O-])c1,11,-1,0.1,-0.4,-8,-0.2,-2.0,25,-0.6
O=C(O)C1CCN(C(=O)COc2ccc3c4c(c(=O)oc3c2)CCCC4)CC1,-8,100*,-1.2,0.6,-13,0.0,1.4,14,0.9
NNC(=S)NCc1ccc2c(c1)OCO2,0,-5,-0.4,0.6,-5,-0.6,nt,12,-1.1
COc1cccc(CN2CCN(Cc3cccc4nonc34)CC2CCO)c1 (stereo unspecified),3,1,1.1,0.5,-5,-0.1,-0.7,-1,-1.9
CCOC(=O)CN(C(=O)COc1nc(-c2ccccc2)cc(C)c1C#N)c1ccc(F)cc1,-2,1,-0.8,-1.1,-4,-1.4,nt,-3,-1.4
CC(C)N(C)c1ncnc2c1ncn2[C@H]1CN(Cc2cccnc2)C[C@@H](CO)O1,-2,-2,-0.2,nt,-3,1.4,1.7,9,nt
COc1ccc(CC(=O)OCC(=O)NC2CCCCC2)cc1OC,-3,-1,-0.3,-2.2,-2,-3.7,-1.3,-4,1.4
Cc1ccc(N=Cc2c(O)[nH]c3ccccc23)c([N+](=O)[O-])c1,-6,2,0.0,4.8,-3,0.3,nt,13,-0.9
CCNC(=S)/C(=C(/[O-])c1ccc([N+](=O)[O-])cc1)[n+]1ccccc1,-14,-2,3.6,0.9,-25,-3.7,nt,25,1.3
CC(C)c1ccc(NC(=O)C(c2ccc3c(c2)OCO3)N2CCN(C(=O)c3ccco3)CC2)cc1 (stereo unspecified),2,-3,0.5,0.5,-6,-1.0,0.5,-1,0.2
COc1ccc(C(O)c2nc3ccccc3n2C(C)C)cc1 (stereo unspecified),-11,10,-1.1,-2.2,4,-1.3,2.0,11,0.5
CCNC(=S)N1CCn2cccc2C1c1cccnc1 (stereo unspecified),0,-1,-1.1,-1.0,-4,-0.6,nt,4,0.5
COC(=O)NC(=C(Cl)Cl)P(=O)(c1ccccc1)c1ccccc1,-6,5,0.8,3.0,-1,0.3,nt,-5,1.9
CC(=O)c1ccc(S(=O)(=O)NCCOc2ccccc2)cc1,-7,-1,-0.7,nt,-3,-2.6,-1.1,-16,nt
Cc1cc(=O)oc2cc(NC(=O)C3CCCC3)ccc12,-2,155*,-1.6,0.4,-6,-2.1,-0.6,13,-0.8
CCCOc1ccc([N+](=O)[O-])cc1C1NC(=S)NC(c2ccccc2)=C1C(=O)OCC (stereo unspecified),-2,-3,-0.9,3.2,-5,0.4,-4.2,29,0.2
CC1(C)CC(=O)C=C(c2cccc(O)c2)C1=O,-11,-4,-0.1,2.4,-10,-4.4,-0.3,3,10
O=C1c2ccccc2C(=O)N1CCN1CCc2ccccc21,?,-1,?,-0.3,nt,-4.4,nt,-10,-0.3
Fc1ccc(CNC(=S)NC2CCCCCC2)cc1,-5,1,-0.4,-1.1,4,-3.9,1.1,0,0.8
O=C(COC(=O)c1ccc(F)cc1F)NCc1ccc2c(c1)OCO2,3,-1,0.0,0.1,-3,-0.8,-0.9,14,0.9
Cc1ccc(S(=O)(=O)CC(=O)Nc2ccc3nc(C)sc3c2)cc1,1,-4,3.1,3.6,6,0.8,-1.7,9,0.6
CCOC(=O)COc1ccc2c(C)cc(=O)oc2c1C(=O)c1ccccc1,-2,0,-0.2,-3.3,-4,-0.6,nt,7,0.2
CN(C(=O)COC(=O)C1CCN(S(=O)(=O)c2ccc(Cl)cc2)CC1)C1CCS(=O)(=O)C1 (stereo unspecified),-7,-1,-1.0,0.3,-5,1.9,-0.7,5,0.6
CC1=CSC2=NC(C(F)(F)F)(C(F)(F)F)NC(=O)N12,2,0,?,-2.1,?,-2.8,nt,-7,-1.1
CCn1c(SCC(=O)N/N=C(/C)c2ccncc2)nc2ccccc21,7,1,0.9,3.0,?,-2.7,3.5,1,-0.3
c1ccc(CSc2nnc(-c3cccnc3)o2)cc1,6,2,0.4,-0.7,0,-0.4,nt,2,1.3
O=C(c1ccc2c(c1)ncn2C1CCCCCC1)N1CCC2(CC1)OCCO2,-1,3,0.6,1.2,-4,-4.5,-0.2,-2,-1.1
CC(=O)c1ccc(NC(=O)CNc2cc(S(=O)(=O)N3CCOCC3)ccc2N2CCCC2)cc1,-4,-1,-4.4,nt,-12,-0.2,2.2,6,0.4
CCNc1nc(NCc2ccccc2)nc(Oc2ccc(=O)[nH]n2)n1,-3,-2,-0.3,0.8,-11,-4.0,1.6,-8,0.3
COc1ccc(C2=NOC(C(=O)NCCCN3CCOCC3)C2)cc1 (stereo unspecified),-6,0,-0.9,-0.8,-10,-0.8,-1.2,2,1.1
Cc1nn(-c2ccccc2)c(N)c1N=Nc1ccc2ccccc2c1,-2,-8,-1.4,0.4,-9,-4.3,-1.1,-1,16
CN1C2C=C3C(C#N)=C(N)C(C#N)(C#N)[C@@H](c4cccs4)C3C1CC2 (stereo partly specified),1,7,1.0,3.9,8,-3.9,-0.1,-3,0.4
Cc1ccc(CNC(=O)C23CN(Cc4ccccc4)CC2C(c2ccc([N+](=O)[O-])cc2)=NO3)cc1 (stereo unspecified),-5,-1,-0.4,1.2,-4,-0.7,-1.3,7,1.3
N/C(=N\OC(=O)c1ccc2ccccc2c1)c1ccccc1Cl,-3,-3,0.7,-2.2,6,-6.1,0.9,3,87*
COc1ccc(Cl)cc1NC(=O)CN(C)C(=O)c1cccc(S(=O)(=O)N2CCN(C)CC2)c1,nt,1,nt,-1.9,nt,-1.3,1.7,2,-1.7
O=C1N(c2ccccc2C(F)(F)F)OC1(Cc1ccccc1)c1ccccc1 (stereo unspecified),8,4,-0.1,-1.8,1,-3.3,0.1,13,-0.6
O=C(COC(=O)CCCNC(=O)c1ccc(Cl)cc1)Nc1ccc(Br)cc1,1,-1,-2.0,-0.5,-16,-0.1,nt,4,-1.1
CCC(=O)Nc1ccc2c(c1)ncn2C,-4,5,-1.4,0.0,-1,-2.3,-0.8,2,-1.2
O=C(Cn1ccc2ccccc2c1=O)N1CCN(c2cccc(Cl)c2)CC1,-2,2,-0.6,0.9,-9,-3.7,-2.4,-3,-2.4
Cc1cccc(Nc2ccc([N+](=O)[O-])cn2)c1,-14,0,2.0,-2.9,-12,0.2,1.9,10,3.5
CCOC(=O)C1CCN(C(C)=C2C(=O)c3ccccc3C2=O)CC1,-2,6,0.8,-2.4,2,3.2,0.4,2,-0.3
Cc1ccc(C=Cc2ccccn2)cc1,-2,0,0.3,nt,3,-3.2,-0.2,4,nt
CCOC(=O)c1c(C)n(C)c2cc(OCCN(CC)CC)ccc12,-4,4,0.0,0.8,-8,-2.3,0.1,3,-0.3
Cc1nnc2c(NC3CCCC3)nc3ccccc3n12,-3,-2,0.1,1.2,-9,-3.1,nt,1,0.1
COc1ccccc1-n1c(C)nc2cc(C(=O)NCCN3CCOCC3)ccc21,-2,5,0.0,5.1,1,-1.7,nt,6,-1.7
CC1(C)Cc2cccc(OCC(=O)NCCc3ccc(S(N)(=O)=O)cc3)c2O1,-7,-1,-0.1,-0.2,-3,-0.1,1.5,1,-0.4

# Reformatted with tabs: part of the list above.
structure	Anthrax LF prot	FBA Mtb inh	BoNT-A LC inh2	Mtb UGM inh	BoNT-F LC inh	FadD28 binding	Mtb BioA inh	GDH-TPI inh	PfHsp40 rescue
O=C1N(c2ccccc2C(F)(F)F)OC1(Cc1ccccc1)c1ccccc1 (stereo unspecified)	8	4	-0.1	-1.8	1	-3.3	0.1	13	-0.6
O=C(COC(=O)CCCNC(=O)c1ccc(Cl)cc1)Nc1ccc(Br)cc1	1	-1	-2.0	-0.5	-16	-0.1	nt	4	-1.1
CCC(=O)Nc1ccc2c(c1)ncn2C	-4	5	-1.4	0.0	-1	-2.3	-0.8	2	-1.2
O=C(Cn1ccc2ccccc2c1=O)N1CCN(c2cccc(Cl)c2)CC1	-2	2	-0.6	0.9	-9	-3.7	-2.4	-3	-2.4
Cc1cccc(Nc2ccc([N+](=O)[O-])cn2)c1	-14	0	2.0	-2.9	-12	0.2	1.9	10	3.5
CCOC(=O)C1CCN(C(C)=C2C(=O)c3ccccc3C2=O)CC1	-2	6	0.8	-2.4	2	3.2	0.4	2	-0.3
Cc1ccc(C=Cc2ccccn2)cc1	-2	0	0.3	nt	3	-3.2	-0.2	4	nt
CCOC(=O)c1c(C)n(C)c2cc(OCCN(CC)CC)ccc12	-4	4	0.0	0.8	-8	-2.3	0.1	3	-0.3
Cc1nnc2c(NC3CCCC3)nc3ccccc3n12	-3	-2	0.1	1.2	-9	-3.1	nt	1	0.1
COc1ccccc1-n1c(C)nc2cc(C(=O)NCCN3CCOCC3)ccc21	-2	5	0.0	5.1	1	-1.7	nt	6	-1.7
CC1(C)Cc2cccc(OCC(=O)NCCc3ccc(S(N)(=O)=O)cc3)c2O1	-7	-1	-0.1	-0.2	-3	-0.1	1.5	1	-0.4

# Further compounds.
SMILES,Anthrax LF prot,FBA Mtb inh,BoNT-A LC inh2,Mtb UGM inh,BoNT-F LC inh,FadD28 binding,Mtb BioA inh,GDH-TPI inh,PfHsp40 rescue
O=C(O)c1ccccc1C(=O)Nc1ccccn1,-2,14,0.7,-2.3,1,-1.3,-1.2,3,2.0
Cc1cccc(CNC(=O)CCCn2nc(C)c3c(C)n(-c4ccccc4)nc3c2=O)c1,2,-1,-0.3,-4.3,2,-1.9,4.5,6,-0.1
O=C(CSc1nnc(CCCN2C(=O)c3cccc4cccc(c34)C2=O)n1-c1ccccc1)NCCCO,-1,14,0.9,-1.0,13,-2.2,6.5,19,0.7
O=C(c1cccc(Br)c1)N1CCN(C2=NS(=O)(=O)c3ccccc32)CC1,1,1,3.2,-1.1,2,-4.1,20,-3,-0.4

# From PubChem
